Pin1 inh – qHTS Assay to Find Inhibitors of Pin1 | Peptidyl-prolyl cis-trans isomerase NIMA-interacting 1 (Homo sapiens), Q13526 | Pin1 FP peptide displacement, HiFluor488, 10 min | Potency, µM (titrated, usually from 115 µM), inactives show top-dose activity, negative = inhibition, most hits filed as inhibitors | 390,000 tested, 0.009% active; active = well fitted inhibition curve with a large enough effect in the polarisation, with a control signal flat, not every such curve was filed as active; inconclusive = small, poorly fitted or top-dose-only effect, or effect the other way, or a change in a side signal; inactive = no such curve, though single readings can be large or run the other way; the % refers to the polarisation; also: potency is read from the fitted curve at half-maximal effect; % is scaled to controls: 0 for no effect and ±100 for the full control effect
Target sequence (Q13526 whole entry, looked up): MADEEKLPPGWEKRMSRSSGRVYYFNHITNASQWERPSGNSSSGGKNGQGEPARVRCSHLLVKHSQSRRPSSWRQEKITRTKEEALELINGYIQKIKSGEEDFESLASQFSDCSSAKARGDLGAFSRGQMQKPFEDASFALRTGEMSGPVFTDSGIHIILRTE
TRHR agonist – qHTS for Small Molecule Agonists and Allosteric Enhancers of Human TRH Receptor: Primary Screen for Agonists. Thyrotropin-releasing hormone receptor (Homo sapiens), P34981. TRHR cells, calcium flux fluo-8, FDSS agonist mode. activation, % at 2 µM. 360,000 tested, 0.18% active; in the data active = activation above about 30%; also: 0% is about no effect
Target sequence (P34981 whole entry, looked up): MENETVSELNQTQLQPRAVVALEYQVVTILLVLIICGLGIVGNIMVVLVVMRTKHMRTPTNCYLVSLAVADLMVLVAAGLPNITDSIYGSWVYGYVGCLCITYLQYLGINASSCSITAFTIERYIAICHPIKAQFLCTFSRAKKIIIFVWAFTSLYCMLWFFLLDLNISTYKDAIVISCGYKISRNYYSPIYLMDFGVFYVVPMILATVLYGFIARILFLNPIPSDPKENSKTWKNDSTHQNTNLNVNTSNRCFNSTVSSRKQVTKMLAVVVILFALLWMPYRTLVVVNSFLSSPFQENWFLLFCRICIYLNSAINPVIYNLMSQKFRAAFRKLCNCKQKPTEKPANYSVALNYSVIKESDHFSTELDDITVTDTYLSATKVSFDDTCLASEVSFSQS
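Steps: seed TRHR cells overnight; add fluo-8 no-wash Ca dye, RT 30 min–1.5 h; record 10 s baseline; pin-transfer compounds; monitor fluorescence 1 cycle/s for the agonist window. Calcium increases flag candidate agonists.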
IDH1 R132H inh – qHTS for Inhibitors of mutant isocitrate dehydrogenase 1 (IDH1): qHTS. Isocitrate dehydrogenase [NADP] cytoplasmic (Homo sapiens), O75874. IDH1-R132H enzyme, NADPH consumption, diaphorase/resazurin fluorescence. Potency, µM (highest dose often 76.6 µM), for inactives: at the top dose activity change, negative = inhibition, actives largely listed as inhibitors. 390,000 tested, 0.093% active. AID 602179, 2012; also: potency is read from the fitted curve at half-maximal effect; % is scaled to controls: 0 for no effect and ±100 for the full control effect; nearly all actives have a fitted effect of over 65% in size
Target sequence (O75874 whole entry R132H, stated change not applied): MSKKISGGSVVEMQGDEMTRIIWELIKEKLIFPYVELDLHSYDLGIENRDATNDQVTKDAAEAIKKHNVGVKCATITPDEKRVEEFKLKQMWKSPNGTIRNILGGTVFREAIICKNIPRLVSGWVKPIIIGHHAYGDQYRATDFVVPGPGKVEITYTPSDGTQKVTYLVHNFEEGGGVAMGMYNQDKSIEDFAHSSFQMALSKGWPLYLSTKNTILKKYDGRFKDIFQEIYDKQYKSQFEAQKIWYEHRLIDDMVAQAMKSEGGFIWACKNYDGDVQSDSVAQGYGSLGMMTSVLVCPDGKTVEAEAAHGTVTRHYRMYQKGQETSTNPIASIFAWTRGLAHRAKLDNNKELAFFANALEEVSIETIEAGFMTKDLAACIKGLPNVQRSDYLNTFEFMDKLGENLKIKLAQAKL
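IDH1-R132H (0.5 ug/mL) preincubated 30 min with compound, then NADPH (0.016 mM) and alpha-KG (2 mM) added; 80 min at RT, pH 7.5. Remaining NADPH coupled via diaphorase/resazurin to fluorescence (540/590 nm); concentration-response curves normalized to no-enzyme control.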
USP1-UAF1 inh – Inhibitors of USP1/UAF1: Primary Screen; recombinant USP1/UAF1, Ub-Rhodamine cleavage fluorescence; Potency, µM (series often up to 57.1 µM), for inactives: at the highest dose activity change, negative = inhibition, most hits filed as inhibitors; 390,000 tested, 0.23% active; Ubiquitin carboxyl-terminal hydrolase 1 (Homo sapiens), O94782; also: potency is read from the fitted curve at half-maximal effect; % is scaled to controls: 0 for no effect and ±100 for the full control effect; nearly all actives have a fitted effect of over 60% in size; inactives centre near -12
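High-throughput fluorogenic screen: 1nM USP1/UAF1 complex, Ub-Rho substrate 150nM final, 50mM HEPES pH 7.8 with 0.5mM EDTA, 0.1 mg/ml BSA, 1mM TCEP and 0.01% Tween-20.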
TrxR1 substrate – qHTS Assay for Substrates of Mammalian Selenoprotein Thioredoxin Reductase 1 (TrxR1): qHTS; 390,000 tested, 0.01% active; AID 588456, 2011; purified TrxR1 substrate turnover, NADPH consumption readout; Potency, µM (titrated, usually from 114 µM), without a hit: at the highest dose activity change, negative = substrate turnover; Thioredoxin reductase 1, cytoplasmic (Rattus norvegicus), O89049; also: potency is read from the fitted curve at half-maximal effect; % is scaled to controls: 0 for no effect and ±100 for the full control effect; nearly all actives have a fitted effect of over 50% in size
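Rat TrxR1, dispensed at 90 nM, was prereduced with 400 uM NADPH (final) for 5 min at ~22 deg C, then incubated with compound 15 min before 400 uM selenite. A first-read NADPH fluorescence drop versus no-compound background flagged substrates.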
TRHR enhancer – qHTS for Small Molecule Agonists and Allosteric Enhancers of Human TRH Receptor: Primary Screen for Enhancers. TRHR cells, fluo-8 calcium fluorescence, EC20 TRH enhancement. enhancement, % at 2 µM. 360,000 tested, 0.66% active. AID 493056, 2011; in the data active = enhancement above about 30%; also: 0% is about no effect
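TRHR-expressing cells loaded with fluo-8 calcium dye were read kinetically (ex 480/em 530) during compound addition, then stimulated with an EC20 of TRH (10 nM final). Enhancement of the Gq-mediated intracellular calcium response was scored.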
rTrxR1 inhibitor – qHTS Assay for Inhibitors of Mammalian Selenoprotein Thioredoxin Reductase 1 (TrxR1): qHTS; 390,000 tested, 1% active; recombinant rTrxR1, NADPH fluorescence consumption, selenite substrate; AID 588453, 2011; Potency, µM (titrated, usually from 114 µM), without a hit: at the top dose activity change, negative = inhibition, most hits filed as inhibitors; Thioredoxin reductase 1, cytoplasmic (Rattus norvegicus), O89049; also: potency is read from the fitted curve at half-maximal effect; % is scaled to controls: 0 for no effect and ±100 for the full control effect; nearly all actives have a fitted effect of over 65% in size
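Rat TrxR1 (90 nM in the dispensed reagent) was pre-reduced with 400 uM NADPH for 5 min at room temperature, then incubated with compound for 15 min. After 400 uM selenite was added, NADPH fluorescence (Ex 340/Em 450 nm) was followed for 8 min.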
D2 ag – HTS Assay for Allosteric Agonists of the Human D2 Dopamine Receptor: Primary Screen for Agonists | 340,000 tested, 0.53% active | AID 485358, 2010 | D(2) dopamine receptor (Homo sapiens), P14416 | HEK293 T-REx D2 cells, calcium flux agonist mode | activation, % at 2 µM;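 active = activation over 3 SD above normal in the single-dose calcium agonist read, cut at about 30% in these data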; also: 0% is about no effect
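HEK293 Trex D2 cells, tetracycline-induced, o/n 30 C 5% CO2; no-wash Ca dye, RT 30–90 min; 10-cycle baseline, 23 nl cpd added, kinetic Ca read 180 s; agonist hits = positive Ca response.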
D2 antag – HTS Assay for Allosteric Antagonists of the Human D2 Dopamine Receptor: Primary Screen for Antagonists; D(2) dopamine receptor (Homo sapiens), P14416; HEK293 TREx D2 cells, calcium flux, dopamine EC80; inhibition, % at 10 µM; 340,000 tested, 2% active; AID 485344, 2010; in the data active = inhibition above about 30%; also: 0% is about no effect
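Tetracycline-induced HEK293 TREx cells expressing D2 receptor forced-coupled to calcium signalling, loaded with no-wash calcium dye. Compounds added and calcium flux read 180 s, then dopamine added at EC80 and read a further 180 s.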
* = called active by the depositor; ? = inconclusive; . = no result given; [ ] = dose if it differs, or a comment. Unless noted, calls follow the shape of the dose curve; as a rule, active = well fitted inhibition curve with a large enough effect; inconclusive = small, poorly fitted or top-dose-only effect; inactive = no such curve, though single readings can be large or run the other way. Some of the compounds tested; count on the stated rates, not on these rows.

SMILES	Pin1 inh	TRHR agonist	IDH1 R132H inh	USP1-UAF1 inh	TrxR1 substrate	TRHR enhancer	rTrxR1 inhibitor	D2 ag	D2 antag
CCC(=O)N1N=C(c2cccs2)CC1c1ccc(C)cc1 (centres undefined)	-4%	-0.8	4%	-5%	7%	1	13%	-1.7	-8
CCOC(=O)c1cc(-c2ccccc2)n(CC(=O)NCc2ccccc2)c1C	-3%	1.3	28%	-12%	3%[57.1 µM]	-4	8%[57.1 µM]	0.1	.
CCOC(=O)CC1=NN(c2ccccc2)C(=O)/C1=C\c1ccc(N(C)C)cc1	22%	-0.4	0%	-13%	-9%	-12	0%	-1.5	13
CCSc1nnc(NC(=O)[C@@H](NC(=O)c2ccccc2F)C(C)C)s1	0%	0.0	17%	-11%	10%	-2	4%[57.1 µM]	-0.4	15
COc1ccc(OC)c(CNS(=O)(=O)c2c(C)nc3scc(C)n3c2=O)c1	-6%	0.5	-10%	-5%	-4%	0	3%	-0.6	7
CCOC(=O)CC1CCCCN1C(=O)CCCn1nnnc1CN1CCC(C)CC1 (centres undefined)	-5%	0.3	11%	-10%	-5%	-1	-5%	0.0	-19
Cc1ccc(C)c(N2CCN(C(=O)CCCCn3c(=O)[nH]c4ccccc4c3=O)CC2)c1	4%	-0.7	0%	-7%	-5%[57.1 µM]	5	-4%[57.1 µM]	-2.0	-2
CCC1CCC/C1=N\NC(=O)CCC(=O)Nc1ccccc1Cl (centres undefined)	-18%	0.0	-1%	-5%	1%	-4	9%	0.4	2
Cc1ccc(C(C)C)cc1S(=O)(=O)Nc1cccnc1	-2%	0.5	8%	-14%	10%[2.29 µM]	4	11%[2.29 µM]	-0.4	-9
O=C(Nc1ccccc1N1CCOCC1)c1ccc(Cl)c(S(=O)(=O)NCc2ccco2)c1	-5%	0.3	2%	-29%	-2%	1	9%	.	.
CCCC(c1nnnn1C1CCCCC1)N1CCN(c2ncccn2)CC1 (centres undefined)	-6%	0.3	3%	-14%	-10%	-1	-8%	-0.9	0
COc1ccc(N2C(=O)C(CC(=O)Nc3ccc(F)cc3)N(CCC3=CCCCC3)C2=O)cc1 (centres undefined)	5%	0.9	-7%	-11%	-3%	3	18%	0.4	.
CS(=O)(=O)c1ccc(Cl)c(NC(=O)COC(=O)CNC(=O)c2cccs2)c1	2%	0.2	4%	-6%	-3%	1	-7%	0.4	0
CC(=O)c1ccc(N2CCCCC2)c(F)c1	-1%	-0.1	5%	-10%	-3%[57.1 µM]	-4	30%[activator][57.1 µM]	0.1	1
CN(c1cccc(NC(=O)Nc2ccc(Cl)cc2)c1)S(C)(=O)=O	-6%	0.6	5%	-18%	7%	4	12%	1.9	5
CN1CCN(C(=O)/C(=C/c2cccc([N+](=O)[O-])c2)NC(=O)c2ccccc2)CC1	-4%	0.4	-2%	-19%	-7%	-2	14%[57.1 µM]	1.9	4
CCCN1CCN(CCCNC(=O)c2cc3c(=O)[nH]c4ccc(C)cc4c3s2)CC1	2%	-0.5	2%	2%	50%[activator]	4	-15%	-1.3	43*
O=C(CC(c1ccccc1)c1ccccc1)Nc1ccc(O)cc1	7%	0.0	4%	-33%	-4%[57.1 µM]	5	17%[57.1 µM]	-0.8	3
CC(C)c1ccccc1NS(=O)(=O)N(C)C	3%	-0.7	2%	-20%	-5%	6	-13%	-0.1	-10
CC(C)COC(=O)n1ccc(C(=O)N2CCCCC2)n1	-5%	0.2	-6%	-18%	8%	6	13%	1.6	1
O=C(NC1CCc2ccccc21)c1cc(COc2ccc(F)cc2F)on1 (centres undefined)	3%	0.0	-1%	-3%	4%[57.1 µM]	6	12%	1.6	3
CC(Oc1cccc(Cl)c1)C(=O)Nc1ccc(N2CCOCC2)cc1N1CCOCC1 (centres undefined)	-7%	-0.2	-9%	-22%	3%[57.1 µM]	-4	8%[57.1 µM]	0.2	1
Cc1cc(C)c(NC(=O)CCN2C(=O)c3ccccc3S2(=O)=O)c(C)c1	-9%	0.0	-12%	-22%	1%[57.1 µM]	-3	9%[57.1 µM]	0.2	16
CCOc1ccc(S(=O)(=O)N2CCCC(C(=O)NCc3ccccn3)C2)cc1C (centres undefined)	-4%	-2.1	-13%	-9%	-7%	-2	0%	-0.5	1
CCOC(=O)c1c(C)nn(-c2ccc(NC(=O)CSCC(=O)O)cc2)c1C	-5%	-0.3	6%	-6%	-16%[57.1 µM]	5	20%[57.1 µM]	0.0	13
COc1ccc(Oc2coc3cc(OC(=O)c4cccs4)ccc3c2=O)cc1	7%	1.6	5%	-20%	-3%	8	12%[57.1 µM]	-0.4	-19
COc1cccc(CNC(=O)C2CCN(S(=O)(=O)c3cccc4nonc34)CC2)c1	23%	-1.7	15%	4%	9%[0.0914 µM]	12	16%[0.0914 µM]	-2.1	6
CCCCN(CCCC)CCNC(=O)CN1C(=O)COc2ccc(S(=O)(=O)N3CCC(C)CC3)cc21	4%	0.0	-8%	-18%	6%	-1	?	-0.2	-7
CCOc1ccc2oc(C(=O)Nc3nccs3)c(C)c2c1	31%[activator]	.	-4%	-23%	25%	.	16%	.	.
NNC(=O)c1cc(C2CC2)nc2ccc(Br)cc12	-11%	1.4	6%	-9%	1%[2.29 µM]	-1	3%[2.29 µM]	1.2	-12
CCn1nnc2cc(C(=O)Nc3ccc(C(=O)OC(C)C)cc3)ccc21	1%	.	0%	-5%	-8%	.	-12%	.	.
CCCNC(=O)NC(=O)COC(=O)CC(NC(N)=O)c1ccc(Cl)cc1 (centres undefined)	-6%	-0.3	-5%	-3%	5%	-1	24%	-1.0	-5
Cc1csc(NC(=O)c2ccc(Cl)cc2[N+](=O)[O-])n1	-4%	-0.1	4%	3%	5%[57.1 µM]	4	1%[57.1 µM]	-0.2	-12
CCC(C)NC(=O)c1cc(-c2ccc3c(c2)OCO3)on1 (centres undefined)	-4%	-0.5	-8%	-14%	-12%	-1	-24%	-0.2	-1
O=c1cc[nH]c2c(Cl)cccc12	3%	-1.5	0%	-2%	5%[0.0914 µM]	4	6%	1.6	-6
O=C(CSc1ccc2nnc(-c3ccc(F)cc3)n2n1)NCc1ccco1	5%	0.0	5%	-11%	14%	-1	?	1.5	0
COc1ccc(NC(=O)C2CCCN(C(=O)Nc3ccc(OC)cc3)C2)cc1 (centres undefined)	-12%	-0.1	-9%	-9%	-6%	-3	5%	-0.1	6
C/C(=N\NC(=O)c1ccc(Cl)cc1)c1cccnc1	-3%	0.0	-10%	-10%	-3%[57.1 µM]	3	8%[11.4 µM]	0.4	1
Cn1c(N)c(C(=O)COC(=O)c2cc(C(F)(F)F)nc3ccccc23)c(=O)n(C)c1=O	.	0.2	.	.	.	-6	.	-2.4	-3
Cc1c(NC(=O)c2ccc3c(c2)OCO3)cccc1-c1nc2ccccc2o1	4%	0.1	-5%	-1%	2%[57.1 µM]	-5	-13%[57.1 µM]	-1.2	5
Cc1cc(Cl)cc(Br)c1OCCCN1C(=O)NC(C)(C)C1=O	0%	0.1	0%	-19%	-2%[57.1 µM]	12	-5%[57.1 µM]	0.2	-19
COc1cc(CN2c3ccccc3C(=O)CS2(=O)=O)cc(OC)c1	-3%	.	28%	-13%	6%	.	?	.	.
COc1ccc(NC(=S)NC2CC3CCC2C3)c(OC)c1 (centres undefined)	-10%	-0.7	0%	-21%	2%	0	3%	0.1	-10
O=C1C2C(c3ccccc3)C=CC(c3ccccc3)C2C(=O)N1CCO (centres undefined)	2%	1.2	4%	?	1%	-5	-4%	0.6	-6
CC(=O)N1c2c(cc(Br)cc2S(=O)(=O)NCc2cccnc2)CC1C (centres undefined)	-5%	-0.3	8%	5%	-9%	-12	-14%	-0.2	-13
CCc1ccc(/C(C)=N/NS(=O)(=O)c2ccc(OC)cc2)s1	-2%	0.5	-1%	-10%	0%	-2	11%	-1.7	7
COC(=O)C1CCN(C(=O)c2ccc(OC)c(S(=O)(=O)N3CCCc4ccccc43)c2)CC1	1%	.	3%	-23%	-5%	.	-3%	.	.
COc1cccc(-c2noc(C3CCCN(S(=O)(=O)c4cccc(Cl)c4C)C3)n2)c1 (centres undefined)	5%	1.2	3%	5%	0%	-5	19%	-0.1	-2
COc1ccc(/C=N/n2c(-c3ccccc3)n[nH]c2=S)cc1	-1%	0.0	5%	-13%	14%[57.1 µM]	49*	10%[57.1 µM]	0.4	9
O=C(COc1ccc(-n2cnnn2)cc1)Nc1ccccc1Cl	?	1.2	-1%	-7%	6%	-2	34%[activator]	1.2	-9
O=C(NCc1cccc(Cl)c1)C1CCC(=O)N(CC2CCCCC2)C1 (centres undefined)	-5%	1.4	14%	-1%	-13%	1	-16%	0.2	12
C=C(C)Cn1c(SCC(=O)Nc2cc(C)ccc2C)nc2sc3c(c2c1=O)CCCC3	5%	-1.9	1%	?	2%	6	0%	-2.1	.
